M5 ag = agonists of human muscarinic M5 receptor (CHRM5); hit rate 0.19% among 360,000; CHO-K1 hM5 cells, Fluo-8 calcium fluorescence; 0% DMSO wells, 100% maximal acetylcholine response; activation, % at 3 µM; AID 624037;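 active = activation above the run's mean over test compounds plus 3 SD, cut at about 23% in these data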;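 also: signal is peak over basal fluorescence ratio across the kinetic read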
Target sequence (P08912 whole entry, looked up): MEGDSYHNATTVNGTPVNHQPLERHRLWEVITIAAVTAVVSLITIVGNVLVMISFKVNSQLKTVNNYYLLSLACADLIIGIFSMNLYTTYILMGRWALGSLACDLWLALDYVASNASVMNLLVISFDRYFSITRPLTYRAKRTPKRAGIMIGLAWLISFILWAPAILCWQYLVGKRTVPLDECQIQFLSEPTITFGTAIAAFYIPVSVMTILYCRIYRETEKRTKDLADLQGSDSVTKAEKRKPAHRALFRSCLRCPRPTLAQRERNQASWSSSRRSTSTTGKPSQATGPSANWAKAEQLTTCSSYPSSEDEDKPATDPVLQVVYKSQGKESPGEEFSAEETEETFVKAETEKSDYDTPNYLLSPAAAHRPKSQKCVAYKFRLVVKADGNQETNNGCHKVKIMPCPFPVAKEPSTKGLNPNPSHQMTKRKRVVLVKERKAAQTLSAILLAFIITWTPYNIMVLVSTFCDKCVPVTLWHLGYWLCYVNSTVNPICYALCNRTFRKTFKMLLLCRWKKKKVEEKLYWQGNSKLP
CHRM5 PAM = positive allosteric modulators of human muscarinic M5 receptor; P08912; CHO-K1 hM5, Fluo-8 calcium, ACh EC20 PAM; 0% = ACh EC20, 100% = ACh EC100; activation, % at 3 µM; hit rate 0.3% among 360,000; AID 624038;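 active = activation above the run cutoff, the mean activation of all test compounds plus 3 SD, cut at about 18% in these data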
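system = human M5 receptor in CHO-K1 cells | compound = one concentration, 3 µM final (nominal) | schedule = Post-acetylcholine fluorescence recording 140 s | signal = Fluo-8 calcium dye fluorescence, kinetic read | benchmarks = low control EC20 acetylcholine (0%), high control EC100 acetylcholine (100%) | repeats = singlicate, one well per test compound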
M1 ag parental = counter-screen for M1 agonists: effect in parental CHO-K1 cells. activation, % at 3 µM. AID 602248. Fluo-8 calcium fluorescence; scaled to maximal ATP response, vehicle zero. hit rate 0.48% among 360,000; in the data active = activation above about 15%;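 also: untransfected CHO-K1 host cells lacking M1 receptor as counterscreen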
CHO-K1 Ca antag = M1 antagonist counterscreen hit in parental CHO-K1 cells | ATP-induced calcium, Fluo-8 fluorescence | inhibition, % at 3 µM | hit rate 0.6% among 360,000;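 active = inhibition above a per-plate cutoff, the plate's mean sample inhibition plus 3 SD, cut at about 24% in these data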;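 also: 0% = DMSO plus EC80 ATP and 100% = DMSO alone without ATP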
M1 PAM parental = counter-screen for M1 PAMs: effect in parental CHO-K1 cells | hit rate 0.02% among 360,000 | ATP EC20, Fluo-8 calcium fluorescence; 0% at ATP EC20, 100% at ATP max | AID 602247 | activation, % at 3 µM;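 active = activation above the run cutoff, the mean activation of all test compounds plus 3 SD, cut at about 40% in these data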;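 also: peak over basal fluorescence ratio in a 140 s read after ATP addition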
M4 antag = antagonists of human muscarinic M4 receptor (CHRM4); inhibition, % at 3 µM; CHO-hM4 cells, ACh EC80, Fluo-8 calcium fluorescence; hit rate 0.73% among 360,000; P08173;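 active = inhibition above its plate's cutoff, the mean inhibition of sample wells plus 3 SD, cut at about 27% in these data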;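 also: 0% = acetylcholine EC80 with DMSO and 100% = DMSO without agonist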
Target sequence (P08173 whole entry, looked up): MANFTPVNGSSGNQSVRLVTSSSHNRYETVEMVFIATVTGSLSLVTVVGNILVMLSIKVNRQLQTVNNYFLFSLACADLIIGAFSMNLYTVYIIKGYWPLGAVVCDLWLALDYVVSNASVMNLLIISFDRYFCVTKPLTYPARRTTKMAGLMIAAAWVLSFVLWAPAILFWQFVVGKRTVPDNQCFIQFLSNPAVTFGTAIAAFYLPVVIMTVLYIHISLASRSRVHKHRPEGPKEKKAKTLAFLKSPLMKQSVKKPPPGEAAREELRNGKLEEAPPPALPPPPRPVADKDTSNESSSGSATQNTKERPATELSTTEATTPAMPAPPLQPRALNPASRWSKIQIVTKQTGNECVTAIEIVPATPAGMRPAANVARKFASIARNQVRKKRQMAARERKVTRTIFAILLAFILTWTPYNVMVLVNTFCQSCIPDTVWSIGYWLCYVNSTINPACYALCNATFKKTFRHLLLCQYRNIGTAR
M5 antag = antagonists of human muscarinic M5 receptor (CHRM5); P08912; inhibition, % at 3 µM; hit rate 0.59% among 360,000; CHO-hM5 cells, Fluo-8 calcium fluorescence, ACh EC80;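 active = inhibition above a per-plate cutoff, the mean of that plate's test compounds plus 3 SD, cut at about 27% in these data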;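 also: 0% = acetylcholine EC80 with DMSO and 100% = DMSO without agonist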
CHRM4 PAM = potentiates acetylcholine response at human M4 receptor | CHO-K1 hM4/Gqi5, Fluo-8 calcium fluorescence, ACh EC20; 0% = ACh EC20, 100% = maximal ACh | activation, % at 3 µM | hit rate 0.4% among 360,000;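 active = activation above its plate's cutoff, the mean activation of sample wells plus 3 SD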; also: some results filed as inactive read as strong as hits
M4 ag = agonists of human muscarinic M4 receptor (CHRM4); P08173; CHO-K1 hM4/Gqi5, Fluo-8 calcium fluorescence; vehicle 0%, full acetylcholine response 100%; activation, % at 3 µM; hit rate 0.14% among 360,000; AID 624127;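 active = activation above the run mean over all test wells plus 3 SD, cut at about 32% in these data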;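 also: peak over basal fluorescence ratio per well then scaled between controls; 0% = DMSO wells and 100% = acetylcholine at EC100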
* = called active by the depositor.

SMILES | M5 ag | CHRM5 PAM | M1 ag parental | CHO-K1 Ca antag | M1 PAM parental | M4 antag | M5 antag | CHRM4 PAM | M4 ag
NS(=O)(=O)c1ccc(CCNC(=O)CNC(=O)c2ccc(F)cc2)cc1 | -2 | -2 | 0.1 | 6 | -9 | -9 | 9 | 3 | 1
Cc1ccc(S(=O)(=O)N2CCC(C(=O)N/N=C/c3cccn3C)CC2)cc1 | -1 | 2 | -0.3 | -12 | 0 | -2 | 6 | 3 | 1
O=C(Nc1ccc(F)cc1)c1nsc(Cl)c1Cl | -2 | 3 | -0.4 | 10 | -2 | -6 | -6 | 1 | -1
CCOC(=O)Cc1csc(NC(=O)COc2ccc3c(C)cc(=O)oc3c2)n1 | 4 | -7 | 2.6 | -2 | -4 | -4 | 3 | -6 | 9
NCCc1nnc(SCc2c(Cl)cccc2Cl)o1 | -10 | 10 | 1.7 | -1 | 2 | -12 | -11 | 7 | 2
CCOC(=O)c1c(NC(=O)C(NCCN(C)C)c2ccccc2)sc2c1CCCC2 (stereo unspecified) | -6 | 1 | 2.7 | 6 | 8 | -3 | 11 | -7 | 4
COC(=O)CN1C(=S)N(c2ccc(F)cc2)C(=O)C1CC(=O)Nc1ccccc1 (stereo unspecified) | 3 | 3 | 2.7 | -11 | 16 | 1 | 0 | 0 | 6
CC1CCN(C2=C(NS(=O)(=O)c3ccc(Br)cc3)C(=O)c3ccccc3C2=O)CC1 | -1 | 0 | -0.4 | -12 | -27 | -13 | 6 | 3 | 0
O=C(CN1CCN(S(=O)(=O)c2ccc(F)cc2)CC1)NCc1cccs1 | 1 | 3 | 4.0 | 9 | 0 | 0 | 9 | 3 | 3
Cc1ccc(C(=O)Cn2nnc(-c3cccs3)n2)cc1 | -4 | -7 | 0.5 | -10 | 17 | 7 | 9 | -7 | 0
O=C1CN(C(=O)c2cccc(Br)c2)c2ccccc2N1 | 2 | 3 | 5.1 | -6 | 20 | 4 | 7 | -3 | 1
CCCCOC(=O)C1[C@H]2C(=O)N(CCc3ccccc3)C[C@]23C=C[C@H]1O3 (stereo partly specified) | 0 | 1 | -0.5 | -15 | -8 | 5 | -7 | 5 | 1
O=C(Nc1nc2nccc(-c3ccccc3)n2n1)C(Cl)(Cl)Cl | 1 | 2 | -0.3 | -6 | 3 | -7 | -3 | 1 | 0
O=S(=O)(/C(=C\c1ccc(C(F)(F)F)cc1)c1nc2ccccc2[nH]1)c1ccccc1 | 5 | 8 | 1.0 | -4 | 23 | 44* | 13 | -7 | 3
Cc1ccc(S(=O)(=O)Nc2ccc3c(c2)nc(CN2CCCC2)n3C)cc1 | 3 | 13 | 0.8 | 9 | -2 | 11 | 8 | 15 | 3
Cc1ccc(C)n1-n1cnc2sc(-c3ccccc3)cc2c1=O | 0 | -7 | 4.3 | -35 | 21 | -20 | -6 | -3 | 9
C=C1C(=O)C2=CC1CCC(=O)C1(C)CCC(OC(C)=O)C(C)(C)C1CC2O (stereo unspecified) | 2 | 1 | 1.7 | 3 | -4 | 6 | 10 | 1 | 1
CC(C)C[C@@H](CNCC(=O)[C@H](Cc1ccccc1)NC(=O)c1[nH]cnc1C(=O)N[C@H](CN)CC(C)C)NC(=O)c1nc[nH]c1C(=O)N[C@@H](CC(=O)O)C(=O)O | 1 | -1 | 0.0 | -4 | 7 | -8 | -3 | -1 | 1
CCCCN(C(=O)CSc1n[nH]c(-c2ccc(C)cc2)n1)c1c(N)n(CCCC)c(=O)[nH]c1=O | 1 | -4 | -0.5 | 17 | -21 | -4 | 3 | 2 | 1
O=C1CCC(=O)N1CCc1c[nH]c2ccccc12 | 0 | 4 | 0.7 | -3 | 19 | 0 | 1 | 23 | 1
Cc1cc(NC(=O)CS(=O)CC(=O)Nc2c(C)cccc2C)ccc1-n1cnnn1 (stereo unspecified) | -2 | -10 | 0.7 | -18 | 0 | 1 | 22 | 4 | 1
COc1ccc(N2CSC3=C(C#N)C(c4ccc(OC)c(OC)c4)CC(=O)N3C2)c(OC)c1 (stereo unspecified) | 2 | -3 | 1.8 | -10 | 21 | -4 | -1 | 1 | 3
O=C(Nc1ccc(N2CCCCC2)cc1)c1cccnc1 | 1 | 2 | 0.8 | -6 | 21 | -1 | -1 | 3 | 2
Cc1ccc2c(CC(=O)N(C)c3c(N)n(Cc4ccccc4)c(=O)[nH]c3=O)coc2c1 | -1 | -2 | 1.9 | -11 | 0 | -8 | 11 | 18 | 1

Brought forward from above: 3 entries, followed by the next part.
SMILES | M5 ag | CHRM5 PAM | M1 ag parental | CHO-K1 Ca antag | M1 PAM parental | M4 antag | M5 antag | CHRM4 PAM | M4 ag
COc1ccc(N2CSC3=C(C#N)C(c4ccc(OC)c(OC)c4)CC(=O)N3C2)c(OC)c1 (stereo unspecified) | 2 | -3 | 1.8 | -10 | 21 | -4 | -1 | 1 | 3
O=C(Nc1ccc(N2CCCCC2)cc1)c1cccnc1 | 1 | 2 | 0.8 | -6 | 21 | -1 | -1 | 3 | 2
Cc1ccc2c(CC(=O)N(C)c3c(N)n(Cc4ccccc4)c(=O)[nH]c3=O)coc2c1 | -1 | -2 | 1.9 | -11 | 0 | -8 | 11 | 18 | 1
COc1cc(OC)cc(-n2nc(C(=O)NCCCN3CCOCC3)c3ccccc3c2=O)c1 | -2 | -2 | 0.5 | 2 | 6 | 3 | -1 | 0 | 2
COc1ccc(NC(=O)CNS(=O)(=O)c2ccccc2)cc1Cl | 1 | 11 | 4.4 | -12 | 17 | 16 | -8 | 8 | 2
CCOC(=O)Nc1ccc(NC(=O)OCC)cc1 | 0 | 7 | -0.2 | -6 | -3 | -4 | 4 | 6 | 0
CC(C)Cc1nnc(NC(=O)C2CSC3(C)CCC(=O)N23)s1 (stereo unspecified) | 6 | 1 | 1.2 | -6 | 6 | -5 | -7 | 6 | 2
O=C(c1cc(-c2ccccc2)nc2ccccc12)N1CCc2ccccc2C1 | -3 | -10 | 0.6 | 2 | -10 | 2 | 10 | -2 | 2
CCN(CC)C(=O)c1cccc(-c2csc(C(C)(NC(C)=O)c3ccccc3)n2)c1 (stereo unspecified) | -2 | -3 | -0.2 | -4 | 22 | -16 | 5 | 0 | 2
CCOC(=O)c1ccc(S(=O)(=O)N2CCN(C)CC2)cc1 | 2 | -3 | -0.3 | -13 | -10 | 6 | 6 | -5 | 1
O=C(CCc1ccccc1)NCC(=O)N/N=C/c1ccc2c(c1)OCO2 | -2 | -2 | 2.8 | 4 | 0 | -8 | 7 | 9 | 2
Cn1c(CCN2CCN(c3ccccn3)CC2)nc2cc(NC(=O)COc3ccc(Cl)cc3)ccc21 | -5 | -16 | 14 | 5 | 1 | 21 | 27* | -14 | 22
COc1ccccc1CN(C)C(=O)C1(c2ccc(Cl)cc2)CC1 | -5 | -4 | 0.2 | -1 | 15 | 12 | 1 | -12 | -2
COc1ccc(/C=C(\NC(=O)c2ccccc2)C(=O)NNC(=O)CCN2CCOCC2)cc1 | 0 | 6 | -0.6 | -12 | 16 | 10 | -2 | -3 | 0
O=C(C1CCC(=O)N(C2CCCC2)C1)N1CCC(Oc2ccccc2Cl)CC1 (stereo unspecified) | 2 | -2 | 2.8 | 5 | -14 | -1 | 1 | -4 | 5
COC(=O)c1nn(-c2nc(-c3ccc(OC)c(OC)c3)cc(C(F)(F)F)n2)cc1[N+](=O)[O-] | 4 | 9 | 10 | 0 | 7 | -13 | -3 | 10 | 1
Cc1cc(C)c2nc(N3CCCC(C(=O)N4CCC(C(N)=O)CC4)C3)sc2c1 (stereo unspecified) | -5 | 2 | 0.0 | -10 | 7 | -2 | 1 | 12 | 11
CCC(CC)C(=O)OCC(=O)NC12CC3CC(CC(C3)C1)C2 | -3 | 1 | 0.8 | -13 | 30 | 7 | 2 | -4 | -2
COc1ccc(CC(=O)N/N=C(\C)CC(=O)Nc2ccc3c(c2)OCCO3)cc1OC | -1 | 0 | 7.5 | -3 | 2 | 9 | 7 | -6 | 1
COc1ccc(-c2noc(CN(C)C(=O)c3ccc4c(c3)OCO4)n2)cc1OC | 1 | -7 | 2.7 | -6 | 11 | -1 | 12 | 1 | 3
O=C1[C@@H]2C(c3ccc(F)cc3)=NO[C@@H]2C(=O)N1Cc1ccccc1 | -2 | 3 | 1.4 | -6 | 14 | 7 | 1 | -6 | 2
CCCc1nnc(NC(=O)CC(=O)Nc2ccccc2C(=O)O)s1 | 4 | 2 | -0.2 | -7 | 7 | 1 | 2 | 10 | -1
CC(CSc1nc2ccccc2s1)Cn1c(N2CCCC2)nc2c1c(=O)[nH]c(=O)n2C (stereo unspecified) | 1 | -1 | 2.5 | -3 | 12 | 8 | -4 | -5 | 1
CCOC(=O)C1CCCN(C(=O)/C=C/c2ccc(Cl)cc2)C1 (stereo unspecified) | 0 | -2 | 1.8 | 4 | 3 | 2 | -7 | -4 | 3
CC1=Nc2ccc(C)cc2N(Cc2ccccc2)C(=O)C1 | -1 | -5 | 0.0 | -4 | 5 | 2 | 4 | -3 | 0
COc1ccc(-c2cc(C(=O)OCC(=O)c3cccc([N+](=O)[O-])c3)c3cc(C)ccc3n2)cc1 | 4 | 17 | -0.1 | 10 | -2 | -8 | 13 | 23* | 3
Cc1cc2nc(C)n(CCCNC(=O)Nc3ccc(C#N)cc3)c2cc1C | -6 | 1 | 1.1 | -9 | 19 | 12 | 1 | -16 | 1
CCOC(=O)C1=C(N)Oc2cc(O)ccc2C1c1ccccc1 (stereo unspecified) | 2 | -1 | 0.4 | -15 | -2 | 8 | -1 | -2 | 1
Cc1ccc(C)c(S(=O)(=O)N2CCN(C(=O)C3CCN(c4ncnc5sc(C)c(C)c45)CC3)CC2)c1 | -1 | -20 | 3.3 | 23 | -22 | 14 | 20 | -3 | 14
COC(=O)C(NC(=O)CCc1nnc2ccc(N3CCC(C)CC3)nn12)C(C)C (stereo unspecified) | -5 | 7 | 1.8 | -12 | 23 | 5 | -5 | -1 | 0
CC(=O)NN1C(=O)c2ccc(Oc3cccc([N+](=O)[O-])c3)cc2C1=O | 0 | -7 | 0.5 | -4 | 5 | 0 | 9 | 5 | 1
CCOC(=O)Cc1csc(NC(=O)c2cnc3scc(C)n3c2=O)n1 | -5 | -3 | 0.7 | -7 | 15 | 2 | 2 | -2 | 0
O=C(COc1ccc(Cl)cc1)Nc1nc(-c2cccs2)cs1 | -5 | -18 | 1.2 | 9 | 10 | -8 | 16 | -8 | 2
CCN=C1SC(C(=O)Nc2cccc(Cl)c2)CC(=O)N1CC (stereo unspecified) | 1 | -16 | 7.4 | 5 | 7 | 18 | 8 | -12 | 20
Cc1nc(NC(C)c2ccccc2)sc1C(=O)Nc1ccccc1 (stereo unspecified) | -4 | -5 | 1.2 | -6 | 18 | -1 | 6 | 4 | 3
COc1ccc2cc(C(c3nnnn3C3CCCC3)N3CCCCCC3)c3nnnn3c2c1 (stereo unspecified) | -5 | -1 | 0.3 | 2 | 10 | 4 | 7 | -2 | 1

Gathered by group: those above with a cyano group (2)
SMILES | M5 ag | CHRM5 PAM | M1 ag parental | CHO-K1 Ca antag | M1 PAM parental | M4 antag | M5 antag | CHRM4 PAM | M4 ag
COc1ccc(N2CSC3=C(C#N)C(c4ccc(OC)c(OC)c4)CC(=O)N3C2)c(OC)c1 (stereo unspecified) | 2 | -3 | 1.8 | -10 | 21 | -4 | -1 | 1 | 3
Cc1cc2nc(C)n(CCCNC(=O)Nc3ccc(C#N)cc3)c2cc1C | -6 | 1 | 1.1 | -9 | 19 | 12 | 1 | -16 | 1

Source: PubChem
